# From PubChem
# NRP1-CendR mod: alters CendR peptide binding to human NRP-1; actives 0.85% (n = 360,000); AID 602438; FAM-RPARPAR peptide binding to NRP-1, fluorescence polarization; O14786; inhibition, % at 25 µM;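 active = inhibition or corrected inhibition above about 18%, plus a signal ratio from 0.5 to 1.5, limit read from the data, passing the limit was not always enough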; note: strong numbers were not always called active
# Target sequence (O14786 whole entry, looked up): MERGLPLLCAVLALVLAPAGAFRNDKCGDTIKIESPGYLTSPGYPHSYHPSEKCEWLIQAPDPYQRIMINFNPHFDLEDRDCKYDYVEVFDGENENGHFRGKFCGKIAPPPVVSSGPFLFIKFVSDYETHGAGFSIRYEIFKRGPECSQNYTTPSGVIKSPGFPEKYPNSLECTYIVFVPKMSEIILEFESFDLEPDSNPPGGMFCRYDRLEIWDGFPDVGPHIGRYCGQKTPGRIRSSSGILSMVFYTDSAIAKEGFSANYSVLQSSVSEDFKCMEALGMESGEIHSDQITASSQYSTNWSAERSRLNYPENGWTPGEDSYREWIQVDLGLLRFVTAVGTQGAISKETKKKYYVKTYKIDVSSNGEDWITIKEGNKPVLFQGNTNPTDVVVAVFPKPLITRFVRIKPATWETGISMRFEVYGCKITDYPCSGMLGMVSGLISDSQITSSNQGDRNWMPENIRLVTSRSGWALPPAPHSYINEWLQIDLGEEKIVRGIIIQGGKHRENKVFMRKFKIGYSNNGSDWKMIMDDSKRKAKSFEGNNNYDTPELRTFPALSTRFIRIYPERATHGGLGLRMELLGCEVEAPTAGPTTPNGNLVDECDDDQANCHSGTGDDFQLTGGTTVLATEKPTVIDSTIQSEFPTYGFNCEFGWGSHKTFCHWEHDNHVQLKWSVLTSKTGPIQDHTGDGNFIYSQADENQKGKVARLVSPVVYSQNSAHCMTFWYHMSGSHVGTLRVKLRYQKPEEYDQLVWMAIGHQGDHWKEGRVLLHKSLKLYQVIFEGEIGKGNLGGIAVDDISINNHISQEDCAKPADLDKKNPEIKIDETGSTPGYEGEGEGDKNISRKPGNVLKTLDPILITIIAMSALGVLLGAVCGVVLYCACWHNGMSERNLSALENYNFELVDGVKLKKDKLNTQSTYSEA
# SUMO1 PPI mod: modulators of human SUMO1-mediated protein-protein interactions; SUMO1 binding to a labelled peptide, TR-FRET, 1 h; P63165; AID 602429; inhibition, % at 20 µM; actives 0.33% (n = 360,000); in the data active = inhibition above about 37%
# STEP inh: blocks human striatal-enriched tyrosine phosphatase; P54829; recombinant STEP, OMFP fluorogenic substrate, fluorescence; inhibition, % at 20 µM; actives 0.25% (n = 360,000); AID 588621;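 active = inhibition at 20 µM, scaled per plate between control wells, above about 37%, limit read from the data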;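 note: 0% = DMSO with enzyme and substrate and 100% = substrate only without enzyme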
#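 Also added – OMFP at 25 µM · Test system – STEP tyrosine phosphatase · Technique – FITC-channel fluorescence of OMFP product · Schedule – 20 min at room temperature, dark · Evaluation – control-normalized % inhibition with plate pattern correction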
# LMPTP inh: blocks human LMPTP phosphatase; P24666; recombinant LMPTP-A, OMFP fluorogenic substrate, fluorescence intensity; inhibition, % at 20 µM; actives 0.22% (n = 360,000);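 active = compounds that cut the enzyme signal by at least half of the control window in the single-dose screen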;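 note: plate controls were DMSO wells with enzyme plus substrate for no effect and substrate without enzyme for full effect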
#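 material = LMPTP-A | quantity = 0.625 nM enzyme | reagent = OMFP substrate, 400 µM final | buffer or medium = Bis-Tris pH 6.0, DTT, detergent | detection = endpoint fluorescence intensity from OMFP dephosphorylation | dosing = single 20 µM dose | read-out basis = % inhibition relative to no-enzyme and uninhibited control wells | control set = no-enzyme and uninhibited controls | timing = 50 min at room temperature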
# Scp1 inh: inhibitors of human Scp-1 phosphatase; Q9GZU7; Recombinant Scp1, phosphopeptide, malachite green phosphate absorbance; inhibition, % at 20 µM; actives 0.88% (n = 340,000); AID 493091;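 active = inhibition above about 50% at 20 µM, limit read from the data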;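 note: plate controls were DMSO wells with enzyme for no effect and wells lacking enzyme for full effect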
#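 Incubation: 45 min enzyme reaction at room temperature / System: truncated SCP-1 phosphatase (76-261aa) / Reagent: Phospho 17-mer peptide substrate / Buffer or medium: Acidic Tris acetate buffer with magnesium and detergent / Signal: absorbance at 630 nm / Doses: one concentration, 20 µM, with 1.0% DMSO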
# eLon inh: inhibits E. coli Lon protease; inhibition, % at 7.94 µM; purified E. coli Lon protease, fluorescence polarization; actives 0.42% (n = 360,000); P0A9M0; in the data active = inhibition above about 13%, passing the limit was not always enough;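 note: 0% = enzyme with probe and DMSO and 100% = no enzyme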
# MsrA inh: inhibitors of bovine MsrA; actives 0.75% (n = 360,000); inhibition, % at 15.5 µM; purified bovine MsrA, absorbance read-out; in the data active = inhibition above about 4.5%;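 note: 0% = vehicle wells with enzyme and 100% = reference inhibitor wells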
# DNMT1 block: blocks human DNA methyltransferase DNMT1; P26358; DNMT1 molecular beacon, Hinp1I cleavage, fluorescence; inhibition (reported as % activation of signal), % at 10 µM; actives 0.83% (n = 360,000); AID 588458; in the data active = inhibition above about 50%
# TbMetRS inhib: Trypanosoma brucei MetRS inhibition. AID 624268. purified T. brucei MetRS, ATP depletion, Kinase-Glo luminescence. inhibition, % at 11.9 µM. actives 0.4% (n = 360,000);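 active = inhibition above a per-plate cutoff of the control wells' mean inhibition plus 3 SD, cut at about 5.5% in these data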;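 note: 0% = DMSO wells median and 100% = median of wells with control inhibitor compound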
#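 Measured by: Kinase-Glo luciferase luminescence reporting remaining unconsumed ATP. Material: purified T. brucei MetRS enzyme. Doses: 11.9 µM compound single dose, 0.9% DMSO. Medium: HEPES buffer containing pyrophosphatase, BSA, spermine, DTT. Times: 15 min preincubation, 2 h reaction, all 25 °C. Reagent: methionine, ATP and bulk E. coli tRNA.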
# bovine MsrA act: bovine methionine sulfoxide reductase A activation. activation, % at 10.6 µM. purified bovine MsrA, absorbance read-out. actives 0.3% (n = 360,000); in the data active = activation above about 7.5%;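 note: 0% = vehicle and 100% = reference activator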
# An asterisk follows results filed as active; nt = no result given. This is a random part of the collection (roughly 4.3% active in at least one column).
SMILES,NRP1-CendR mod,SUMO1 PPI mod,STEP inh,LMPTP inh,Scp1 inh,eLon inh,MsrA inh,DNMT1 block,TbMetRS inhib,bovine MsrA act
Oc1ccccc1C1=Nc2ccccc2N=C(c2cccs2)C1,-2,-17,1,4.5,-3,12,2.6,-1,-0.2,-1
COC(=O)C(Nc1ccccc1Cl)(c1cc(C)c(O)c(C)c1)C(F)(F)F (stereo not drawn),14,-2,-3,2.2,-12,-5,-0.4,-3,-0.1,2
NNC(=O)c1cccc(Cn2cc(Br)c([N+](=O)[O-])n2)c1,6,-22,-1,0.8,-8,0,1.1,-5,-0.8,-6
FC(F)(F)c1cccc(-n2cccc2/C=N/n2cnnc2)c1,-8,-1,-6,-2.2,7,-5,2.0,1,-0.8,-5
Clc1ccc(CN2CCSCC2)cc1Cl,15,0,0,-1.1,-4,8,-1.8,42,0.4,-3
O=C(O)COc1ccc(C=C2SC(=S)N(c3ccccc3)C2=O)cc1,-26,-12,3,0.1,-5,-8,-0.5,4,0.4,-1
CCC(C)NC(=O)C1CCN(S(=O)(=O)c2ccc(Br)s2)CC1 (stereo not drawn),-6,-4,-3,-0.2,-8,5,1.4,0,-0.7,6
Cc1cc(OCC(F)(F)C(F)(F)C(F)(F)C(F)F)nc(N)n1,4,5,-3,-0.6,-8,-3,-0.4,-1,-0.3,-7
CC(=O)NC(C)(c1ccccc1)c1nc(-c2cnc3ccccc3c2)cs1 (stereo not drawn),6,-18,-2,-1.6,nt,4,0.7,-9,0.1,-4
Nc1cc(=O)[nH]c(SCC(=O)Nc2ccc(N3CCCCC3)cc2)n1,1,4,1,-1.3,-10,-10,-0.1,6,0.4,-1
CCOC(=O)c1cnc2c(-c3ccc(Cl)cc3)c(C)nn2c1N,-4,2,-1,-0.9,-3,5,0.6,13,-0.1,2
COc1cccc(C(=O)Oc2c(Br)cc(Br)cc2/C=N/NC(=O)c2cc(C)[nH]n2)c1,16,0,0,5.1,-6,1,2.4,-2,-0.1,-5

# Arranged by length of the SMILES (ascending): some entries from above
SMILES,NRP1-CendR mod,SUMO1 PPI mod,STEP inh,LMPTP inh,Scp1 inh,eLon inh,MsrA inh,DNMT1 block,TbMetRS inhib,bovine MsrA act
Clc1ccc(CN2CCSCC2)cc1Cl,15,0,0,-1.1,-4,8,-1.8,42,0.4,-3
Oc1ccccc1C1=Nc2ccccc2N=C(c2cccs2)C1,-2,-17,1,4.5,-3,12,2.6,-1,-0.2,-1
FC(F)(F)c1cccc(-n2cccc2/C=N/n2cnnc2)c1,-8,-1,-6,-2.2,7,-5,2.0,1,-0.8,-5
CCC(C)NC(=O)C1CCN(S(=O)(=O)c2ccc(Br)s2)CC1 (stereo not drawn),-6,-4,-3,-0.2,-8,5,1.4,0,-0.7,6

# (list continues)
SMILES,NRP1-CendR mod,SUMO1 PPI mod,STEP inh,LMPTP inh,Scp1 inh,eLon inh,MsrA inh,DNMT1 block,TbMetRS inhib,bovine MsrA act
Cc1ccnc(NC(=S)NC(=O)c2cncc(Br)c2)c1,1,-1,-2,-1.2,-1,7,-0.4,3,0.2,-2
COc1ccc(C2C(C(=O)O)CC(=O)N2c2ccc(OC)cc2)cc1 (stereo not drawn),-4,-1,21,1.4,-9,-8,-1.1,2,-0.4,-3
COc1ccc(-c2noc(N3CCC(C(=O)Nc4cc(OC)ccc4OC)CC3)n2)cc1,-4,4,-1,2.0,-16,-10,0.7,-8,-0.1,-3
O=C(c1ccc(S(=O)(=O)N2CCCCC2)cc1)N1CCN(Cc2ccc3c(c2)OCO3)CC1,-7,-2,-5,-0.1,1,-9,-0.2,1,-0.6,-3
CCOC(=O)c1c(-c2ccc(OC)cc2)csc1/N=C/N(C)C,1,-8,2,-0.1,-4,6,1.7,-2,0.1,-1
CC(C)N(C(=O)Cn1c(SCC(=O)NCc2ccc3c(c2)OCO3)nc2ccccc21)C(C)C,-6,-3,-2,0.2,-17,3,-0.5,-3,-1.0,-4
CN1CCN(C2=C(NS(=O)(=O)c3ccccc3)C(=O)c3ccccc3C2=O)CC1,12,-22,3,0.9,-6,6,nt,-10,-0.5,15*
CC1CCCN(C(=O)COC(=O)CSc2ccc(C(N)=O)cc2[N+](=O)[O-])C1 (stereo not drawn),-7,-31,1,-1.2,-5,-6,0.5,9,-0.1,-2
COCCN(C)C(=O)CCc1nnc(Cc2ccc(-c3ccccc3)cc2)o1,-10,-3,-2,0.3,9,-5,2.2,-2,-1.0,-8
COc1ccc(N2CCN(C(=O)CSc3ccc([N+](=O)[O-])cc3)CC2)cc1,6,-13,3,0.5,3,-7,1.6,-7,-0.8,-7
Cc1cccc(N2CCN(C(=O)c3ccccc3SCC(=O)N3CCCC3)CC2)c1C,9,2,2,-0.1,0,-5,-0.4,7,-0.8,-12
CCC(=O)N(Cc1ccc2c(c1)OCO2)Cc1cc2cc(OC)ccc2[nH]c1=O,1,5,-2,0.1,-3,-6,0.9,0,-0.1,-1
O=c1[nH]c(CN2CCCCC2)ccc1O,12,1,2,0.0,nt,22,0.3,10,-0.1,-4
COc1ccc(C(CNC(=O)COc2cc(C)c(Cl)c(C)c2)N2CCCCC2)cc1 (stereo not drawn),-26,-1,1,-0.4,3,-26,-0.4,-1,-0.6,-3
CCC(CC)CN1C(N(C)C)=NC[C@@H]1CC(C)C,1,0,-2,0.2,5,4,0.1,8,-0.3,-10
CCNC(=O)NC(=O)C(C)OC(=O)c1cccn1C (stereo not drawn),7,-1,-4,0.4,-8,-6,0.1,-2,-1.2,-7
CCSc1nc(N)c(C#N)c(-c2ccco2)c1C#N,7,-3,2,1.4,-9,-5,0.8,-4,0.8,-1
CC(=O)c1sccc1NC(=O)CC(C)(C)CC(=O)O,-1,-2,1,-0.4,8,4,2.1,3,-0.4,-9
Cc1ccc(S(=O)(=O)N[C@H](C(=O)OCC(=O)NC(=O)NCc2ccco2)C(C)C)cc1,11,1,-1,-1.4,62*,-15,0.4,10,-0.2,-3
Fc1ccccc1/C=N/Nc1ncnc2nc[nH]c12,-2,-4,0,-1.7,-7,-5,8.9*,-1,-0.2,-5
N#Cc1ccccc1S(=O)(=O)N1CCN(CC(O)COc2ccccc2F)CC1 (stereo not drawn),2,3,-1,-2.1,-9,-5,-0.2,0,-0.3,-1
O=C(O)CC/C(=N\NC(=O)c1ccccc1)c1cccs1,-8,2,1,-0.7,-5,-11,1.2,-4,-0.5,0
COc1ccc(-n2cnnc2SCC(=O)N2CCN(S(=O)(=O)c3ccccc3)CC2)cc1,4,-2,0,-0.5,5,-9,-1.4,0,-0.4,-9
NS(=O)(=O)c1ccc(N/N=C/c2ccccc2C(=O)O)c([N+](=O)[O-])c1,-2,-29,-2,2.2,-2,-4,3.9,2,-0.1,-9
COc1ccc(N2CCN(C(=O)CSc3nnc(CNc4ccccc4)o3)CC2)cc1,-11,0,0,0.2,-9,-5,-1.5,-2,-1.7,-10
CCNC(=S)N1CCN(c2nc(-c3ccc(F)cc3)cs2)CC1,8,0,2,1.5,-9,2,-0.9,-6,-1.1,-4
Cc1ccc(CNc2nc3cc(-c4ccccc4)sc3c(=O)n2C)c(C)c1,-5,-1,1,2.4,nt,-7,1.1,2,-0.3,0
CC(C)(C)C(=O)Nc1nnc(Cc2ccccc2)s1,8,4,0,0.2,18,-4,-0.4,-1,-1.5,-13
Cc1ccc2nc(CN(C)C(=O)[C@H]3O[C@@H](n4ccc(N)nc4=O)[C@H](O)[C@@H]3O)[nH]c2c1,7,1,2,-2.8,nt,-17,0.2,-5,0.5,-3
O=C(Cc1ccccc1F)c1ccc(O)cc1O,5,-1,-3,0.6,-9,-6,4.2,3,-0.1,-6
Nc1nc(SCc2ccccc2)n[nH]1,11,5,-1,-0.8,-17,5,0.6,2,-0.1,-2
O=C(NCC(=O)N1CCC2(CC1)NCCc1[nH]cnc12)c1ccc2ccccc2c1,-1,-13,4,-1.7,-11,3,0.8,5,-0.3,-1

# Random excerpt: 2 records from the list.
SMILES,NRP1-CendR mod,SUMO1 PPI mod,STEP inh,LMPTP inh,Scp1 inh,eLon inh,MsrA inh,DNMT1 block,TbMetRS inhib,bovine MsrA act
COc1ccc(N2CCN(C(=O)CSc3nnc(CNc4ccccc4)o3)CC2)cc1,-11,0,0,0.2,-9,-5,-1.5,-2,-1.7,-10
Nc1nc(SCc2ccccc2)n[nH]1,11,5,-1,-0.8,-17,5,0.6,2,-0.1,-2
